AID2073: inhibitors of Mint1-CaV2.2 protein interaction, biochemical, HTRF (AID 2073) | 290,000 compounds, 0.19% hits | HTRF protein-protein interaction, Mint1-CaV2.2; higher % means a stronger effect | one-dose inhibition, % at 20 µM; IC50 in µM for titrated hits; in the data active = inhibition mostly above about 51%, no sharp cut-off; note: some results filed as inactive read as strong as hits
LYP phosphatase: PTPN22 lymphoid phosphatase activity blockers – biochemical, fluorescence intensity, uHTS (AID 1779). recombinant LYP phosphatase, fluorescence intensity; higher % means a stronger effect. one-dose inhibition, % at 11.5 µM; IC50 in µM for titrated hits. 290,000 compounds, 0.054% hits;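 note: plate controls were vehicle with enzyme for no effect and no enzyme for full effect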
NOD2 inhibition: inhibition of NOD2-driven NF-kB reporter – cell-based, luminescence, uHTS, HEK293 (AID 1566) | HEK293 NOD2/NF-kB luciferase reporter, luminescence; higher % means a stronger effect | inhibition, % at 4 µM; hits with a dose series show EC50 in µM | 290,000 compounds, 0.63% hits; note: many of its hits are not listed in these tables
P. falciparum M1AAP: malaria alanyl aminopeptidase activity blockers – biochemical, fluorogenic H-Leu-NHMec substrate, 1536-well (AID 1445); 220,000 compounds, 0.42% hits; recombinant M1AAP, H-Leu-NHMec fluorogenic kinetic assay; higher % means a stronger effect; inhibition, % at 30 µM; hits with a dose series show IC50 in µM;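 active = primary inhibition above the hit cutoff, then over 50% inhibition at one or more dose response concentrations, cut at about 23% in these data, passing the limit was not always enough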;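 note: plate controls were DMSO full reaction for no effect and no enzyme background for full effect; strong numbers were not always called active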
ER stress rescue: rescue of cells from ER stress-induced death, primary screen, 384-well, CSM14.1, thapsigargin, ATP luminescence (AID 1222); CSM14.1 thapsigargin-induced death rescue, ATP luminescence; higher % means a stronger effect; cellular ATP content (survival), % at 20 µM; hits with a dose series show EC50 in µM; 190,000 tested, under 10 active;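 active = EC50 below 50 µM in the dose-response confirmation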;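 note: death triggered by thapsigargin at about 15 µM added after 2 h compound pretreatment; cell ATP read after overnight thapsigargin exposure of roughly 18 to 22 hours; normalized against plate controls of thapsigargin alone and 5% DMSO vehicle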
Siah-1 displacement: blockers of Siah-1 interaction with plectin peptide – biochemical, fluorescence polarization, rhodamine-plectin, uHTS, primary screen (AID 1817). displacement, % at 20 µM, or IC50 in µM where a hit was titrated. 290,000 compounds, 0.02% hits. Siah-1 / rhodamine-plectin peptide fluorescence polarization; higher % means a stronger effect;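 active = displacement of at least 50% at 20 µM, with a fluorescence ratio check between 0.3 and a set limit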;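 note: plate controls were Siah plus tracer with DMSO for no effect and tracer alone without Siah for full effect; strong numbers were not always called active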
XIAP displacement: small molecules displacing peptide from XIAP – biochemical, IAP family, fluorescence polarization (AID 1018); XIAP BIR domain, fluorescence polarization peptide displacement; higher % means a stronger effect; 200,000 compounds, 0.007% hits; displacement, % at 20 µM; hits with a dose series show IC50 in µM; in the data active = displacement above about 50%; note: a part of the inactive calls stands beside numbers as strong as those of hits
M17LAP inhibition: P. falciparum M17LAP inhibitors, primary screen, biochemical, fluorogenic H-Leu-NHMec substrate, 1536-well (AID 1619); recombinant M17LAP, H-Leu-NHMec fluorogenic kinetic assay; higher % means a stronger effect; 220,000 compounds, 0.38% hits; one-dose inhibition, % at 30 µM; IC50 in µM for titrated hits;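 active = compound inhibiting the enzyme by more than half at any dose during confirmatory dose-response retesting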;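 note: plate controls were full reaction with DMSO carrier for no effect and no enzyme background for full effect; strong numbers were not always called active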
Lipid droplet: hepatic lipid droplet formation modulation; AML12 mouse hepatocytes, oleate lipid droplets, BODIPY imaging; inhibition, % at 6.5 µM; 240,000 compounds, 0.4% hits; AID 1656;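 active = lipid droplet intensity inhibited by at least 50%, with more than 500 cells counted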
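Material: mouse AML12 hepatocyte cell line, fixed after treatment; Timing: compound with oleate, overnight; Technique: high-content imaging of BODIPY-stained droplets and DAPI nuclei; Probe or stimulus: oleate, 100 µM final; Dosing: compound at 6.5 µM only.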
Lipid droplet cells 6.5 µM: further read-out of Lipid droplet, marked with its call; cell count; measured here: cell count, cytotoxicity flag;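 cells counted across two imaged fields per well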
Active calls of the source: *; . = not tested or not shown. Cut-off read from the data, not from the text of the source, unless noted: active = inhibition above about 50%; inactive = the rest.

cpd	compound	AID2073	LYP phosphatase	NOD2 inhibition	P. falciparum M1AAP	ER stress rescue
1	O=C(Nc1c2c(nn1-c1ccc(F)cc1)CS(=O)C2)c1ccc(S(=O)(=O)N2CCOCC2)cc1 (stereo not drawn)	3%	-2%	14%	7%	.
2	COc1ccccc1C(=O)OCCCN=C1NS(=O)(=O)c2ccccc21	2%	-5%	5%	3%	-0.2%
3	COc1ccc(CCC(C)NCc2ccc(F)cc2)cc1 (stereo not drawn)	6%	-5%	3%	.	.
4	Cc1cc(C)cc(NC(=O)CSc2nnc(C3CC3)n2CC2CCCO2)c1 (stereo not drawn)	-10%	-4%	0%	.	.
5	Cc1cccc(C(=O)NNC(=O)c2ccc(F)cc2)c1	-2%	-2%	0%	-1%	-1.4%
6	COc1ccccc1Nc1ncnc2c1c(C)c(C)n2CCO	-2%	-4%	-6%	.	.
7	CCOc1ccc2nc(C)cc(Nc3cccc([N+](=O)[O-])c3)c2c1	-3%	4%	10%	11%	-2.6%
8	CCN(CC)CCNC(=O)c1cc2c(=O)n(C)c3ccccc3c2n1C	2%	0%	-4%	3%	-3.6%
9	COC(=O)c1sccc1-c1ccc(C(=O)Nc2cccnc2)o1	4%	1%	-136%	5%	-1.0%
10	COc1cc(C2SCC(=O)N2CCN2CCCCC2)ccc1O (stereo not drawn)	-7%	-2%	8%	-2%	0.6%

cpd	Siah-1 displacement	XIAP displacement	M17LAP inhibition	Lipid droplet	Lipid droplet cells 6.5 µM
1	-5%	-1.9%	-8%	-2	679
2	4%	0.1%	-8%	-2	695
3	1%	.	.	-12	800
4	3%	.	.	50	756
5	4%	-6.5%	7%	-2	667
6	2%	.	.	4	830
7	2%	-3.3%	5%	15	675
8	2%	-10%	13%	.	.
9	3%	-1.0%	-8%	.	.
10	15%	-1.4%	-3%	15	651

Going on with the list.
cpd	compound	AID2073	LYP phosphatase	NOD2 inhibition	P. falciparum M1AAP	ER stress rescue
11	CC1=C(c2ccccc2)C(=S)NC(C)(C)C1	-18%	-3%	13%	3%	.
12	COC(=O)c1cc(NC(=O)/C=C/c2ccc3c(c2)OCO3)cc(C(=O)OC)c1	2%	-8%	-1%	12%	-0.6%
13	COc1ccccc1NC(=S)NCCc1ccc(OC)c(OC)c1	0%	-4%	12%	.	.
14	CCCC1CCC(=NNC(=S)NCCc2ccccc2)CC1 (stereo not drawn)	6%	2%	-4%	2%	0.7%
15	O=S(=O)(c1cccs1)N1CN(CC2CCCO2)c2nc3ccccc3nc21 (stereo not drawn)	-8%	-4%	15%	-12%	1.4%
16	CCn1nccc1C(=O)Nc1ccc(Cl)cn1	-7%	-7%	-15%	15%	-1.3%
17	COc1ccc(OC)c(C2=NOC(C(=O)Nc3cc(C)on3)C2)c1 (stereo not drawn)	14%	-6%	12%	8%	.
18	NS(=O)(=O)c1ccc(CCNCc2ccccc2OCc2ccc(F)cc2)cc1	4%	-10%	21%	.	.
19	CC1(C)CC(=O)C(N=Nc2ccc(S(=O)(=O)N3CCCCCC3)cc2)=C(O)C1	3%	-3%	-10%	12%	-3.5%
20	O=C(NS(=O)(=O)Oc1cccc(Cl)c1Cl)OC[C@@H]1CCCN2CCCCC12 (stereo partly drawn)	4%	-5%	14%	5%	-2.8%

cpd	Siah-1 displacement	XIAP displacement	M17LAP inhibition	Lipid droplet	Lipid droplet cells 6.5 µM
11	4%	.	10%	11	670
12	7%	-5.1%	1%	.	.
13	2%	.	.	-1	829
14	7%	-2.5%	-7%	-27	664
15	0%	2.9%	-5%	.	.
16	2%	-2.6%	5%	-6	762
17	-3%	.	2%	-5	735
18	-4%	.	.	-1	442
19	-8%	-3.0%	8%	-2	724
20	-4%	-12%	-17%	17	727

Further compounds follow.
cpd	compound	AID2073	LYP phosphatase	NOD2 inhibition	P. falciparum M1AAP	ER stress rescue
21	CCN(C(=O)c1cn(C)c(=O)c2cc(OC)c(OC)cc12)c1ccccc1C	13%	-1%	7%	-4%	-0.3%
22	CC(=O)Nc1ccc(S(=O)(=O)n2cnc(C)c2)cc1	-8%	-3%	-12%	5%	-1.8%
23	CCOC(=O)N1CCN(c2nc3ccc(C(=O)c4ccccc4)cc3n3cnnc23)CC1	22%	1%	16%	3%	.
24	CCN1CCN(CCNC(=O)CSCc2nc(-c3ccc(OC)c(OC)c3)oc2C)CC1	0%	-9%	23%	-3%	-0.2%
25	COCCNC(=O)c1cccc(OC2CCN(Cc3ccccc3C)CC2)c1	8%	-5%	-12%	.	.
26	Cn1c(=O)c2c(nc(-c3ccccc3)n2C)n(Cc2ccccc2)c1=O	4%	-6%	4%	-1%	-2.0%
27	Cc1ccc(CNC(=O)CCNS(=O)(=O)c2cccc3nsnc23)cc1	6%	-9%	10%	.	.
28	O=c1c2ccccc2nc2ccc(NCc3cccs3)nn12	8%	-5%	-70%	1%	-2.9%
29	NC(=O)c1c(-c2ccc(Cl)cc2Cl)csc1NC(=O)Cc1ccccc1	10%	6%	32%	-1%	-1.4%
30	CCOC(=O)C1CCCN(C(=O)c2cc3c(C)nc4ccccc4c3o2)C1 (stereo not drawn)	3%	3%	22%	17%	0.4%

cpd	Siah-1 displacement	XIAP displacement	M17LAP inhibition	Lipid droplet	Lipid droplet cells 6.5 µM
21	-2%	-1.2%	5%	-9	635
22	2%	-1.3%	-6%	.	.
23	18%	.	9%	3	681
24	-3%	-7.2%	0%	9	779
25	-2%	.	.	6	822
26	-4%	1.6%	3%	4	708
27	5%	.	.	-3	764
28	4%	-6.5%	-2%	5	737
29	8%	-3.2%	7%	-64	426
30	0%	-3.2%	7%	-13	615

Additional structures follow.
cpd	compound	AID2073	LYP phosphatase	NOD2 inhibition	P. falciparum M1AAP	ER stress rescue
31	COc1cc(O)c(C(CCN2CCCC(C)C2)c2ccc3c(c2)OCO3)c(OC)c1 (stereo not drawn)	4%	-1%	9%	10%	.
32	COc1ccc(NC(=O)CSc2ccccc2)cc1S(=O)(=O)N1CCCCC1	-5%	-7%	-14%	11%	-2.2%
33	Cn1cccc1C(=O)NCC1CCCCC1	12%	-6%	12%	.	.
34	CCSCCOC(=O)C1=C(C)NC2=C(C(=O)CCC2)C1c1coc2ccccc2c1=O (stereo not drawn)	16%	1%	6%	4%	-0.4%
35	CN(C)CCCNc1ncnc2c1c(-c1ccccc1)cn2-c1ccccc1	5%	-10%	12%	.	.
36	Cc1ccsc1/C=C1\SC(N2CC(C)OC(C)C2)=NC1=O (stereo not drawn)	-12%	2%	7%	9%	-3.4%
37	Cc1ccc2c(c1)C(=O)CC(c1ccc3c(c1)OCCO3)O2 (stereo not drawn)	25%	-7%	-6%	.	.
38	Cc1cnc(C(=O)Nc2ccc(S(=O)(=O)N(C(C)C)C(C)C)cc2)cn1	9%	-11%	18%	.	.
39	CC(=O)OCC(=O)[C@@]1(O)CC[C@H]2[C@@H]3CCC4=CC(=O)C=C[C@]4(C)[C@H]3C(=O)C[C@@]21C	5%	-4%	-5%	.	.
40	CCOc1ccc2nc(Cl)c(CN(C(=O)c3cnccn3)C3CCCC3)cc2c1	-2%	2%	22%	11%	-0.4%

cpd	Siah-1 displacement	XIAP displacement	M17LAP inhibition	Lipid droplet	Lipid droplet cells 6.5 µM
31	-6%	.	13%	27	718
32	3%	-4.0%	26%	-21	558
33	-3%	.	.	-13	789
34	5%	-3.7%	20%	.	.
35	4%	.	.	-5	761
36	-3%	-8.5%	-11%	22	672
37	1%	.	.	-7	799
38	-7%	.	.	-1	768
39	3%	.	.	-16	769
40	-4%	-4.1%	-3%	3	707

Further entries follow:
cpd	compound	AID2073	LYP phosphatase	NOD2 inhibition	P. falciparum M1AAP	ER stress rescue
41	O=S(=O)(c1cccc(-c2nnc(-c3ccc(Br)cc3)o2)c1)N1CCCCCC1	8%	-3%	-11%	-2%	-2.6%
42	COc1ccc2nc(N=NC3=C(O)CC(C)(C)CC3=O)sc2c1	-3%	1%	-7%	18%	-1.9%
43	CC(C)CNC(=O)c1c2c(nc3ccccc13)-c1ccccc1CC2	-4%	2%	0%	-3%	2.7%
44	COc1ccccc1C(=O)NCC1CCN(c2ccc(S(=O)(=O)N3CCOCC3)cc2)CC1	15%	0%	-6%	7%	1.4%
45	CNC(=O)NC(=O)CSc1nc2ccccc2n1CCOC	4%	-4%	-3%	4%	-1.1%
46	Cc1ccccc1S(=O)Cc1ccc(C(=O)NC2CCN(Cc3ccccc3)CC2)o1 (stereo not drawn)	11%	-4%	8%	.	.
47	COC(=O)c1ccc(Cl)c(NC(=O)c2cccc([N+](=O)[O-])c2C)c1	-9%	-6%	-2%	-3%	0.2%
48	CC(=O)Nc1ccc(SCCC2CCCCN2C)cc1 (stereo not drawn)	-11%	-3%	-2%	.	.
49	CS(=O)(=O)Nc1ccc(C2=NN(S(C)(=O)=O)C(c3ccccc3)C2)cc1 (stereo not drawn)	5%	-8%	25%	-1%	6.0%
50	CCOC(=O)N1CCN(C(=O)CNC(=O)c2nn(-c3ccc(OC)c(OC)c3)c(=O)c3ccccc23)CC1	-3%	-1%	21%	.	.
51	Cc1ncc2c(c1OC(=O)c1ccc([N+](=O)[O-])cc1)COC(C)(C)OC2	-5%	-3%	19%	1%	-1.4%
52	CC(=O)NCC1(O)CCCC(C)C1 (stereo not drawn)	6%	-8%	17%	0%	.

cpd	Siah-1 displacement	XIAP displacement	M17LAP inhibition	Lipid droplet	Lipid droplet cells 6.5 µM
41	12%	-7.9%	-12%	.	.
42	-4%	-2.2%	14%	-29	636
43	-1%	-6.8%	-8%	.	.
44	-4%	-3.6%	5%	12	837
45	2%	-24%	6%	.	.
46	8%	.	.	3	694
47	4%	-2.3%	-2%	20	648
48	1%	.	.	4	817
49	-4%	-11%	-54%	-6	726
50	2%	.	.	4	798
51	-1%	-22%	13%	.	.
52	7%	.	5%	-7	691

In the list so far, these contain a Cl atom.
cpd	compound	AID2073	LYP phosphatase	NOD2 inhibition	P. falciparum M1AAP	ER stress rescue
16	CCn1nccc1C(=O)Nc1ccc(Cl)cn1	-7%	-7%	-15%	15%	-1.3%
20	O=C(NS(=O)(=O)Oc1cccc(Cl)c1Cl)OC[C@@H]1CCCN2CCCCC12 (stereo partly drawn)	4%	-5%	14%	5%	-2.8%
29	NC(=O)c1c(-c2ccc(Cl)cc2Cl)csc1NC(=O)Cc1ccccc1	10%	6%	32%	-1%	-1.4%
40	CCOc1ccc2nc(Cl)c(CN(C(=O)c3cnccn3)C3CCCC3)cc2c1	-2%	2%	22%	11%	-0.4%
47	COC(=O)c1ccc(Cl)c(NC(=O)c2cccc([N+](=O)[O-])c2C)c1	-9%	-6%	-2%	-3%	0.2%

cpd	Siah-1 displacement	XIAP displacement	M17LAP inhibition	Lipid droplet	Lipid droplet cells 6.5 µM
16	2%	-2.6%	5%	-6	762
20	-4%	-12%	-17%	17	727
29	8%	-3.2%	7%	-64	426
40	-4%	-4.1%	-3%	3	707
47	4%	-2.3%	-2%	20	648

Screening data (PubChem)

An excerpt; rates above refer to the full screens.
